Source: PubChem BioAssay
UGM FP inh: Mtb UDP-galactopyranose mutase inhibition. P9WIQ1. inhibition, % at 10 µM. AID 504406. 320,000 tested, 0.06% active. purified UGM, fluorescence polarization probe displacement; in the data active means inhibition above about 10%, passing the limit was not always enough
BioA inh: blocks M. tuberculosis BioA enzyme activity. purified M. tuberculosis BioA enzyme, plate reader. inhibition, % at 9.99 µM. 360,000 tested, 0.096% active; in the data active means inhibition above about 40%
FadD28 binding: blocks FadD28 binding to the bisubstrate probe | fluorescence polarization | inhibition, % at 12.5 µM | 360,000 tested, 0.22% active | AID 588549; in the data active means inhibition above about 8.5%, passing the limit was not always enough
Mtb FBA inh: inhibits M. tuberculosis FBA enzyme | inhibition, % at 1 µM | purified M. tuberculosis FBA, fluorescence read-out | 360,000 tested, 2.3% active; in the data active means inhibition above about 27%;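 further: 0% = vehicle and 100% = reference inhibitor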
Target sequence (P9WQA3 whole entry, looked up): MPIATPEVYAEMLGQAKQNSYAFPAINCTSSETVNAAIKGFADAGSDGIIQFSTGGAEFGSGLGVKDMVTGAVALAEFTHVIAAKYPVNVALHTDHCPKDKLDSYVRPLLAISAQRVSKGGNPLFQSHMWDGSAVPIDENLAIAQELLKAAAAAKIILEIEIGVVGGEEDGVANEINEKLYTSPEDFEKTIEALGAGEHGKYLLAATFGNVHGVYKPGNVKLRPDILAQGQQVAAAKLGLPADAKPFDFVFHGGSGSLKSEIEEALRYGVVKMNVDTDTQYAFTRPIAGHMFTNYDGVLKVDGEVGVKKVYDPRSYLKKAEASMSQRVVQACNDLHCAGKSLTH
BoNT-F LC inh: BoNT F light chain protease inhibition. Multiplex microsphere protease cleavage assay, flow cytometry. inhibition, % at 10 µM. 360,000 tested, 0.22% active; in the data active means inhibition above about 35%, passing the limit was not always enough; further: plate controls were buffer without enzyme for full effect and enzyme alone for no effect
MazEF act: activators of E. coli MazEF toxin-antitoxin RNase. activation, % at 20 µM. 350,000 tested, 0.32% active. FAM/BHQ RNA-DNA oligo cleavage fluorescence, 5 h. AID 504720. P0AE70; in the data active means activation above about 50%
Target sequence (P0AE70 whole entry, looked up): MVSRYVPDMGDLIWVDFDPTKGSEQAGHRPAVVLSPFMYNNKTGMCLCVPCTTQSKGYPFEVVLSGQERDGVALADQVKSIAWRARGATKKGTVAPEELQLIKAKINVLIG
PrPC surface inh: cell surface PrPC inhibition, primary TR-FRET screen | TR-FRET read-out | inhibition, % at 13.8 µM | 370,000 tested, 0.43% active | AID 720596; in the data active means inhibition above about 24%; further: 0% = median of the test wells and 100% = reference compound wells
Starred values were filed as active, the others as inactive; . = no result given; & = joins results of further samples. The list is partial; count on the stated rates, not on these rows.

no. | Compound | BoNT-F LC inh | FadD28 binding | Mtb FBA inh | PrPC surface inh
1 | C[C@@H]1CN([C@H](C)CO)C(=O)CCCn2nncc2CO[C@@H]1CN(C)C(=O)Nc1ccccc1 | . | . | . | -3
2 | O=C(C[C@H]1C=C[C@@H](NC(=O)c2ccncc2)[C@@H](CO)O1)NCC1CC1 | . | . | . | -8
3 | CO[C@@H]1CN(C)C(=O)c2cc(NC(=O)Nc3cc(F)ccc3F)ccc2OC[C@H](C)N(C(=O)c2ccccn2)C[C@@H]1C | . | . | . | 0
4 | CCC(=O)N[C@H]1C=C[C@H](CC(=O)OC)O[C@@H]1CO | . | . | . | -5
5 | CO[C@H]1CN(C)C(=O)c2ccc(NC(=O)C3CCC3)cc2OC[C@H](C)N(Cc2ccccn2)C[C@@H]1C | . | . | . | -2
6 | C[C@@H]1CN([C@H](C)CO)C(=O)c2cc(NS(=O)(=O)c3ccccc3)ccc2O[C@@H](C)CCCCO[C@@H]1CN(C)Cc1ccc(Cl)c(Cl)c1 | . | . | . | -7
7 | COCC#Cc1cnc2c(c1)C(=O)N([C@@H](C)CO)C[C@H](C)[C@H](CN(C)C(=O)c1ccc3c(c1)OCO3)O2 | . | . | . | -2
8 | C[C@H]1CN([C@@H](C)CO)C(=O)CCCn2cc(nn2)CO[C@@H]1CN(C)C(=O)c1ccccc1 | . | . | . | -1
9 | COc1ccc(S(=O)(=O)N2C[C@@H](O)COC[C@@H]3O[C@H](CC(=O)NCCCN4CCOCC4)CC[C@H]32)cc1 | . | . | . | 1
10 | C=CC(=O)Nc1cccc(CN2C(=O)N(c3cc(OC)cc(OC)c3)Cc3cnc(NCCCCN(CC)CC)nc32)c1 | . | -11 | . | .

no. | UGM FP inh | MazEF act | BioA inh
1 | . | . | -1.9
2 | . | . | -1.7
3 | . | . | -0.3
4 | . | . | 1.9
5 | . | . | -1.9
6 | . | . | -2.8
7 | . | . | -1.2&-0.4
8 | . | . | -1.5
9 | . | . | -0.4
10 | . | 12 | 0.7

(listing goes on)
no. | Compound | BoNT-F LC inh | FadD28 binding | Mtb FBA inh | PrPC surface inh
11 | Cc1[nH]c2ccccc2c1CCCO | . | . | . | 1
12 | C=C(C)CSc1nc2sc3c(c2c(=O)n1-c1ccc(OC)cc1)CCN(C)C3 | . | . | . | -6
13 | CC(C)CC(NC(=O)OCc1ccccc1)C(=O)NC(Cc1c[nH]c2ccccc12)C(=O)O (stereo not drawn) | -5 | -4.0 | 0 | .
14 | CN1CCCC1CN1CCCC1 (stereo not drawn) | -21 | -3.5 | -2 | .
15 | COc1ccc(S(=O)(=O)NNS(=O)(=O)c2ccc(OC)c(OC)c2)cc1OC | 2 | 0.5 | 1 | .
16 | COc1cccc(CCN2C(=O)CCC3=C2CCC3=O)c1 | -3 | -0.5 | 1 | .
17 | COc1cc(N)ccc1Nc1c2ccccc2nc2ccccc12 | -127 | -3.1 | 6 | .
18 | ClN=C1C=CC=CC1=NCl | -2 | 0.3 | 1 | .
19 | CC(=NNC(=O)c1ccccc1N)c1ccccc1O | -11 | -0.4 | 6 | .
20 | CC(O)C(NC(=O)OCc1ccccc1)C(=O)NCC(=O)NCC(=O)OCc1ccccc1 (stereo not drawn) | 1 | 0.2 | 4 | .
21 | CC1(C)CC(NCc2ccccc2)=CC(=S)N1 | 22 | -2.9 | -2 | .
22 | O=C1C=C(O)CC2(CCCCC2)C1 | 0 | -2.8 | 4 | .

no. | UGM FP inh | MazEF act | BioA inh
11 | 0.9 | -4 | .
12 | -6.6 | 12 | .
13 | . | . | .
14 | . | . | .
15 | . | . | .
16 | . | . | .
17 | . | . | .
18 | . | . | .
19 | . | . | .
20 | . | . | .
21 | . | . | .
22 | . | . | .

Taken from the results shown (nine entries):
no. | Compound | BoNT-F LC inh | FadD28 binding | Mtb FBA inh | PrPC surface inh
11 | Cc1[nH]c2ccccc2c1CCCO | . | . | . | 1
12 | C=C(C)CSc1nc2sc3c(c2c(=O)n1-c1ccc(OC)cc1)CCN(C)C3 | . | . | . | -6
13 | CC(C)CC(NC(=O)OCc1ccccc1)C(=O)NC(Cc1c[nH]c2ccccc12)C(=O)O (stereo not drawn) | -5 | -4.0 | 0 | .
14 | CN1CCCC1CN1CCCC1 (stereo not drawn) | -21 | -3.5 | -2 | .
15 | COc1ccc(S(=O)(=O)NNS(=O)(=O)c2ccc(OC)c(OC)c2)cc1OC | 2 | 0.5 | 1 | .
16 | COc1cccc(CCN2C(=O)CCC3=C2CCC3=O)c1 | -3 | -0.5 | 1 | .
17 | COc1cc(N)ccc1Nc1c2ccccc2nc2ccccc12 | -127 | -3.1 | 6 | .
18 | ClN=C1C=CC=CC1=NCl | -2 | 0.3 | 1 | .
19 | CC(=NNC(=O)c1ccccc1N)c1ccccc1O | -11 | -0.4 | 6 | .

no. | UGM FP inh | MazEF act | BioA inh
11 | 0.9 | -4 | .
12 | -6.6 | 12 | .
13 | . | . | .
14 | . | . | .
15 | . | . | .
16 | . | . | .
17 | . | . | .
18 | . | . | .
19 | . | . | .
